AmpC no deterg: AmpC beta-lactamase inhibition without detergent | AmpC nitrocefin hydrolysis, absorbance 480 nm, 0.0001% Triton | hit rate 0.52% among 330,000 | Potency, µM (top dose mostly 57.1 µM), inactives show top-dose activity change, negative = inhibition, most hits filed as inhibitors;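 note: potency is the fitted concentration of half-maximal effect; plate controls were no compound for no effect and no enzyme for full effect; nearly all actives have a fitted effect of over 20% in size; some results filed as inactive show a strong effect at the top dose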
Target sequence (P00811 whole entry, looked up): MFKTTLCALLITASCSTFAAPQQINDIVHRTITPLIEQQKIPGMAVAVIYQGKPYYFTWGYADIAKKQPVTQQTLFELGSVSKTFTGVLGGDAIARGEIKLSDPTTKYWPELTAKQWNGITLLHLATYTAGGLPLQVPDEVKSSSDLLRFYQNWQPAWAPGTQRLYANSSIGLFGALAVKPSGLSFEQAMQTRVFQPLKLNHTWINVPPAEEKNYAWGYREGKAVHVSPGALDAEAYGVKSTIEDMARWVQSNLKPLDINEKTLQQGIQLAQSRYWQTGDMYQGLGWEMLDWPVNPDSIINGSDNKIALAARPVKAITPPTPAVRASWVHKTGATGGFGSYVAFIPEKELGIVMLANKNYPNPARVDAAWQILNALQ
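AmpC (5.3 nM in the dispensed reagent) in 20 mM phosphate pH 7.0 with 0.01% (detergent screen) or 0.0001% Triton X-100 was preincubated with compounds for 15 min at room temperature. Nitrocefin was then added from an 800 uM solution, and hydrolysis was followed at 480 nm.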
Sm TGR inh: inhibitors of Schistosoma mansoni thioredoxin glutathione reductase. purified TGR, DTNB reduction, TNB absorbance 405 nm. AID 485364. Potency, µM (top dose mostly 114 µM), for the others: top-dose activity change, negative = inhibition, usual class: inhibitors. hit rate 3% among 360,000; note: potency is the fitted concentration of half-maximal effect; nearly all actives have a fitted effect of over 60% in size
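First, TGR (20 nM dispensed) and NADPH were mixed with compound. Second, a 15 min room-temperature incubation followed. Third, further NADPH and then DTNB were added to start the reaction. Finally, TNB absorbance was monitored kinetically.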
Giardia FBPA inh: Giardia lamblia aldolase inhibition. purified Giardia FBPA. Potency, µM (top dose mostly 59.6 µM), without a hit: at the highest dose activity, negative = inhibition, actives largely listed as inhibitors. hit rate 0.71% among 290,000; note: potency is the fitted concentration of half-maximal effect; nearly all actives have a fitted effect of over 55% in size
Target sequence (A8B2U2 whole entry, looked up): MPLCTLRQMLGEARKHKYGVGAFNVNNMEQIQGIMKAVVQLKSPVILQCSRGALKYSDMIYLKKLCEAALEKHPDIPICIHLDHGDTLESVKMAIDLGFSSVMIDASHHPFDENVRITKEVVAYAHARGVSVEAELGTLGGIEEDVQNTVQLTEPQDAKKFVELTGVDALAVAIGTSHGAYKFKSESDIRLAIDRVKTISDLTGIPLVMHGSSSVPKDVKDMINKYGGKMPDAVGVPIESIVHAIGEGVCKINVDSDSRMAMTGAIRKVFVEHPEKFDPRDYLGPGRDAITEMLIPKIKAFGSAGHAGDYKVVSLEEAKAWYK
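Giardia FBPA (40 nM reagent) was preincubated 10 min at RT with compound (up to 57.5 uM final), then substrate plus GAPDH/TPI/NAD/arsenate coupling system with diaphorase/resazurin was added; resorufin fluorescence (525/598 nm) was read after 20 min.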
AmpC detergent: inhibitors of E. coli AmpC beta-lactamase with detergent; hit rate 0.041% among 370,000; P00811; Potency, µM (top dose mostly 114 µM), for the others: top-dose activity change, negative = inhibition, hits mostly inhibitors; AID 485294; AmpC hydrolysis of nitrocefin, absorbance 480 nm, 0.01% Triton;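 note: potency is the fitted concentration of half-maximal effect; 0% = no-compound wells and -100% = no-enzyme wells; nearly all actives have a fitted effect of over 25% in size; some results filed as inactive show a strong effect at the top dose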
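AmpC (5.3 nM in the dispensed reagent) in 20 mM phosphate pH 7.0 with 0.01% (detergent screen) or 0.0001% Triton X-100 was preincubated with compounds for 15 min at room temperature. Nitrocefin was then added from an 800 uM solution, and hydrolysis was followed at 480 nm.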
HCMV antiviral: inhibitors of human cytomegalovirus; hit rate 4.5% among 410,000; activity change, negative = inhibition, % at 57.5 µM; HFF cells, HCMV-luciferase reporter, 72 h; hits give low values; AID 1259415; in the data active = activity change below about -60%; inconclusive = no clear call, values can overlap the other calls; inactive = above about -39%
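Compounds were evaluated in HFFs infected with an HCMV luciferase reporter virus (MOI 1 PFU/cell). Luciferase in lysates collected 72 h post infection served as the replication measure.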
AMA1 RON2 block: AMA1-RON2 (P. falciparum) interaction inhibition. AlphaScreen AMA1-biotinylated RON2 peptide binding. Potency, µM (highest dose often 58.2 µM), for the others: at the top dose activity change, negative = inhibition, hits mostly inhibitors. hit rate 0.2% among 360,000. AID 720542;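 note: potency is the fitted concentration of half-maximal effect; 0% = vehicle wells and -100% = peptide control; nearly all actives have a fitted effect of over 45% in size; some results filed as inactive show a strong effect at the top dose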
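AMA1 (3D7) with his tag at 25 nM final met compounds first, then biotinylated RON2 peptide at 25 nM; detection used donor plus acceptor beads, 10 µg/mL apiece, read by AlphaScreen after 30 min at room temperature.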
* marks the source's active call; other numbers are inactive results; ? = inconclusive; · = not tested or not shown; [ ] = dose if it differs, or a comment. Unless noted, calls come from the whole dose curve; as a rule, active = well fitted curve in the direction sought with a large enough effect; inconclusive = small, poorly fitted or top-dose-only effect, or another doubt; inactive = no such curve, though single readings can be large; an effect the other way counts as inactive or inconclusive. Unless noted, % is set by controls: 0 for no effect and ±100 for the full control effect.

SMILES	AmpC no deterg	Sm TGR inh	Giardia FBPA inh	AmpC detergent	HCMV antiviral	AMA1 RON2 block
COc1cc(NC(=S)NCCc2ccc(S(N)(=O)=O)cc2)c(OC)cc1Cl	-1%[2.29 µM]	-29%	?	3%	-61*	4%
CCCOC(=O)CCc1n[nH]c(=O)[nH]c1=O	-3%	0%	-4%	-9%	63	3%
CCC(Sc1nc2cc3c(cc2c(=O)n1CCCCCC(=O)NCc1ccc2c(c1)OCO2)OCO3)C(=O)NCCCOC (stereo unspecified)	·	5%	·	9%	-19	·
O=C(Cn1cc(S(=O)(=O)Cc2cccc(Cl)c2)c2ccccc21)Nc1ccccc1C(F)(F)F	·	0%	·	10%	?	·
CCOc1ccc(S(=O)(=O)NCCC(=O)NCc2ccncc2)cc1	-11%	1%	·	?	-14	2%
CCn1ncc(/C=C/C(=O)Nc2c(C)nn(Cc3ccc(Cl)cc3Cl)c2C)c1C	130%[activator]	-8%	5%	2%	-103*	?
Cc1c(C(=O)N2CCOCC2)sc(NC(=O)c2ccc([N+](=O)[O-])cc2)c1C#N	-19%	-1%	7%	-2%	-29	9%
CC(CCc1ccccc1)NC(=O)c1ccccc1C(=O)O (stereo unspecified)	-10%	-17%	-4%	-4%	2	1%
CCc1ccc(S(=O)(=O)NC(CC(=O)O)c2ccccc2)cc1 (stereo unspecified)	-27%	-4%	?	-23%	?	-8%
O=C(N/N=C/c1ccccc1)c1cc(-c2ccc3c(c2)OCO3)n[nH]1	-39%	9%	1%	-10%	10	22%
NC(=O)NC(=O)COC(=O)CNS(=O)(=O)c1ccc(F)c(F)c1F	-10%	28%	0%	7%	-13	1%
Cc1nc(N/N=C/c2ccc(O)cc2O)cc(N2CCOCC2)n1	-33%	5%	-2%	-1%	?	0%

5 of the compounds above, with values under each structure:
Under each structure: AmpC no deterg, Sm TGR inh, Giardia FBPA inh, AmpC detergent, HCMV antiviral, AMA1 RON2 block
CCCOC(=O)CCc1n[nH]c(=O)[nH]c1=O
→ -3%, 0%, -4%, -9%, 63, 3%
NC(=O)NC(=O)COC(=O)CNS(=O)(=O)c1ccc(F)c(F)c1F
→ -10%, 28%, 0%, 7%, -13, 1%
O=C(Cn1cc(S(=O)(=O)Cc2cccc(Cl)c2)c2ccccc21)Nc1ccccc1C(F)(F)F
→ ·, 0%, ·, 10%, ?, ·
COc1cc(NC(=S)NCCc2ccc(S(N)(=O)=O)cc2)c(OC)cc1Cl
→ -1%[2.29 µM], -29%, ?, 3%, -61*, 4%
CCC(Sc1nc2cc3c(cc2c(=O)n1CCCCCC(=O)NCc1ccc2c(c1)OCO2)OCO3)C(=O)NCCCOC (stereo unspecified)
→ ·, 5%, ·, 9%, -19, ·

Later entries
SMILES	AmpC no deterg	Sm TGR inh	Giardia FBPA inh	AmpC detergent	HCMV antiviral	AMA1 RON2 block
O=C(c1ccc(F)cc1)C1CCN(C(=O)c2ccccc2)CC1	7%	-16%	1%	?	21	-14%
Cc1ccc(C)c(N2CCN(C(=O)C3CCN(c4nc5ccc(C)cc5[nH]4)CC3)CC2)c1	·	4%	·	9%	0	·
Cc1ccc(C2CC(c3ccccc3)=NN2C(=O)CSc2nnc(-c3ccc(Cl)cc3)o2)o1 (stereo unspecified)	·	-5%	3%	-6%	3	3%
CCCCC(=O)Nc1nnc(S(=O)(=O)N(CC)c2cc(C)cc(C)c2)s1	·	7%	·	20%	-12	·
CCC(CC)C(=O)Nc1nnc(CCc2ccccc2)s1	-26%	4%	3%	?	15	-17%
O=C(Nc1cnc(N2CCC(N3CCCCC3)CC2)c(C(=O)O)c1)c1ccc(Br)cc1	·	?	·	-5%	10	·
COCCn1ccc2c(OCC(=O)Nc3ccccc3OC)cccc2c1=O	236%[activator]	-2%	·	?	-16	0%
Cc1ccc(C(=O)N(CC(C)C)c2c(N)n(Cc3ccccc3)c(=O)[nH]c2=O)o1	-5%	-13%	·	-20%	15	-14%
Cc1ccc(NS(=O)(=O)c2ccc(Br)cc2)nc1	-7%	·	0%	1%	-15	0%
COc1ccc(CCNC(=O)CSc2c[nH]c3ccccc23)cc1OC	-4%	-1%	2%	4%	69	-3%
COc1cc(C(=O)Nc2ccc(NC(=O)C(C)C)nc2)cc(OC)c1OC	-16%	-34%	-27%	7%	65	-1%
CN(C(=O)COC(=O)c1ccc2ccccc2n1)C1CCCCC1	-11%	·	·	·	127	-7%
CCN1CCN(c2ccc(S(=O)(=O)N3CCOCC3)cc2NC(=O)CC(C)C)CC1	-8%	?	·	-1%	-16	114%[activator]
Cc1ccc(SCCC(=O)N/N=C/c2cccnc2)cc1	-14%	9%	?	-6%	1	27%
CCCCN(CCCC)S(=O)(=O)c1ccc(SCC(=O)OCC)c([N+](=O)[O-])c1	-13%	5%	-1%	-3%	22	-17%
O=C(CN1C2CCC1CC(NC(=O)NC1CCCCC1)C2)NC1CC1 (stereo unspecified)	-12%	0%	-4%	-12%	60	3%
COC(=O)[C@]1(C)N[C@H](CN(C)S(=O)(=O)c2ccccc2)[C@@H]2C(=O)N(C)C(=O)[C@@H]21	-11%	·	·	·	-23	-7%
Cc1ccc(NC(=O)Cn2nc([N+](=O)[O-])c(Br)c2C)cc1C	?	24%	5%	?	17	-13%
Cc1nnc(NC(=O)CCNC(=O)c2ccccc2Cl)s1	-21%	0%	3%	?	-8	-3%
COc1ccc(CCNC(=O)CCNS(=O)(=O)c2cccc3nonc23)cc1OC	-7%	-12%	3%	-9%	-4	11%
CC1(C(=O)O)CCC(C(=O)Nc2ccccc2O)C1(C)C (stereo unspecified)	-12%	1%	3%	1%	-15	7%
COc1ccc(Cl)cc1-n1c(N)c(C(N)=O)sc1=S	-13%	-23%	6%	-13%	-12	13%
CCOC(=O)N1C2=NC(C(=O)OC)=C(C(=O)OC)[C@@H]3N(C)c4ccc(OC)cc4[C@]23C[C@H]1C(=O)OC	·	·	0%[12.9 µM]	·	13	7%
COc1ccc(S(=O)(=O)CC(O)CN2CCCC2=O)cc1 (stereo unspecified)	-7%	3%	5%	1%	7	-2%
CCn1c(SCC(=O)N/N=C/C=C\c2ccccc2[N+](=O)[O-])nnc1-c1ccccc1	-24%	4%	5%	-3%	63	29%
C=CCOc1ccc(/C=N\NC(N)=S)cc1	20%	-13%	-3%	-1%	1	91%[activator]
CCC(=NNC(=O)c1cccc(S(=O)(=O)N2CCOCC2)c1)c1ccccc1	7%	·	·	·	4	0%
COc1ccccc1NS(=O)(=O)c1cc(NC(=O)c2cnccn2)ccc1N1CCOCC1	63%[activator]	7%	1%	-4%	-38	0%
COc1ccc(NC(=O)NC(C(F)(F)F)C(F)(F)F)cc1	-17%	-15%	2%	-4%	?	22%
COCCCNC(=O)Cn1cc(C(C)=O)c2ccccc21	2%	6%	2%	?	7	0%
CCOC(=O)c1ccc(Oc2cn[nH]c2-c2ccc(OCC(=O)NN)cc2O)cc1	5%	5%	18%	8%	-23	90%[activator]
O=C(CSc1ccc2nnc(-c3ccccn3)n2n1)NCC1CCCO1 (stereo unspecified)	-10%	-2%	-3%	?	40	-22%
O=C(CN1C(=O)NC2(CCCC2)C1=O)Nc1nc(-c2ccc(F)cc2)cs1	-12%	9%[11.4 µM]	1%	-2%	4	-17%
COc1ccc(-c2noc3c2-c2nc(-c4ccccc4F)sc2CC3)cc1	-22%	-31%	2%	?	-16	25%
CCN(CCCNS(=O)(=O)c1ccc2c(c1)CCN2C(C)=O)c1cccc(C)c1	57%[activator]	0%	17%	8%	-36	?
COc1ccc(-c2c(C(F)(F)F)oc3cc(OCC(=O)Nc4ccccc4C(F)(F)F)ccc3c2=O)cc1OC	-2%	-8%	-3%	?	-19	10%
O=C(NCCN1CCOCC1)c1ccc2c(c1)N(Cc1ccc(Cl)cc1)C(=O)CS2	119%[activator]	-3%	10%	-1%	-35	1%
N/C(=N\OC(=O)CCC1CCCC1)c1ccc(Br)cc1	-32%	9%	·	-14%	?	7%
CCOC(=O)CN(C(=O)CSc1nnc2c(n1)[nH]c1ccc(OC)cc12)c1ccc(F)cc1	15%	-30%	-13%	?	-2	3%
CC(=O)Nc1ccc(N2C(=O)CC(Sc3nccc(C)n3)C2=O)cc1 (stereo unspecified)	-8%	-34%	8%	-6%	69	-1%
COc1cc(/C=C/C(=O)N2CCN(Cc3ccccc3)CC2)cc(OC)c1OC	90%[activator]	-28%	-3%	5%	29	0%
COC(=O)c1ccc(C[n+]2ccccc2)cc1	-8%	-9%	9%	?	2	-18%
CCOCCCNC(=O)c1cc(-c2ccc(Br)s2)nc2ccccc12	-6%	-3%	-4%	-12%	-20	20%
CCOC(=O)c1c(C)oc2ncnc(Nc3cc(Cl)ccc3OC)c12	·	7%	·	22%	4	·
Cc1oc(-c2cccc(Cl)c2)nc1CS(=O)(=O)CC(=O)NC(C)CCc1ccccc1 (stereo unspecified)	·	?	·	1%	-8	·
O=S(=O)(Nc1ccc2c(c1)nc1n2CCN(Cc2ccccc2)C1)c1ccc(F)cc1	-26%	?	2%	-18%	-21	-3%
O=S(=O)(c1cccc(F)c1)N1CCN(Cc2cc3c(cc2Br)OCCO3)CC1	2%	0%	·	5%	-14	-8%
COc1ccc(CN2CCSCC2)cc1C	0%	-1%	-16%	0%	7	-18%

The list goes on; it opens with the 2 that closed the last part.
SMILES	AmpC no deterg	Sm TGR inh	Giardia FBPA inh	AmpC detergent	HCMV antiviral	AMA1 RON2 block
O=S(=O)(c1cccc(F)c1)N1CCN(Cc2cc3c(cc2Br)OCCO3)CC1	2%	0%	·	5%	-14	-8%
COc1ccc(CN2CCSCC2)cc1C	0%	-1%	-16%	0%	7	-18%
CN1CCN(C2=Nc3cc(Cl)ccc3Nc3ccccc32)CC1	26%	-8%	0%	-9%	?	-5%
CC1(C)COC(c2cccc(C3=NC(C)(C)CO3)n2)=N1	-44%	-10%	-24%	-16%	?	61%[activator]
Cc1ccccc1CSc1nnc(NC(=O)C2COc3ccccc3O2)s1 (stereo unspecified)	-4%	21%	?	2%	-8	2%
COc1ccc(CCN(C)C(=O)CN2C(=O)NC3(CCCCC3C)C2=O)cc1OC (stereo unspecified)	5%	3%	·	-15%	3	-17%
O=C(NC12CC3CC(CC(C3)C1)C2)c1ccccc1O	-24%	4%	-2%	3%	-34	22%
O=C(COc1ccccc1)N1CCN(c2ncccn2)CC1	-9%	-17%	7%	5%	-26	19%
Cc1ccc(/C=N/n2c(-c3cccnc3)n[nH]c2=S)s1	-30%	-7%	12%	-7%	11	59%[activator]
CCOC(=O)C(C#N)C(c1cccnc1)c1c(C)[nH][nH]c1=O (stereo unspecified)	-8%	-5%	-8%	?	-18	16%
CCOC(=O)c1ccc(NC(=O)CCc2c(C)nc3c(-c4ccc(F)cc4)c(C)nn3c2C)cc1	·	7%	·	-3%	3	·
COC(=O)c1ccc(NC(=O)COc2ccc3c(c2)OCO3)cc1	-20%	5%	-4%	-3%	26	0%
COc1ccc(N2C(=O)CSC2c2cccs2)cc1 (stereo unspecified)	-14%	-7%	5%	?	-38	6%
O=C(O)CCN1C(=O)C2C3CC(C2C1=O)C1C(c2ccccc2)c2sc(=O)[nH]c2SC31 (stereo unspecified)	-16%	8%	6%	2%	-22	6%

Compound activity as filed in PubChem BioAssay.
